# D1 agonist: activates the human D1 dopamine receptor; P21728; activation, % at 2 µM; 360,000 compounds, 1% hits; HEK293 T-REx D1 cells, calcium flux, agonist mode; in the data active = activation above about 30%; also: 0% is about no effect
# Target sequence (P21728 whole entry, looked up): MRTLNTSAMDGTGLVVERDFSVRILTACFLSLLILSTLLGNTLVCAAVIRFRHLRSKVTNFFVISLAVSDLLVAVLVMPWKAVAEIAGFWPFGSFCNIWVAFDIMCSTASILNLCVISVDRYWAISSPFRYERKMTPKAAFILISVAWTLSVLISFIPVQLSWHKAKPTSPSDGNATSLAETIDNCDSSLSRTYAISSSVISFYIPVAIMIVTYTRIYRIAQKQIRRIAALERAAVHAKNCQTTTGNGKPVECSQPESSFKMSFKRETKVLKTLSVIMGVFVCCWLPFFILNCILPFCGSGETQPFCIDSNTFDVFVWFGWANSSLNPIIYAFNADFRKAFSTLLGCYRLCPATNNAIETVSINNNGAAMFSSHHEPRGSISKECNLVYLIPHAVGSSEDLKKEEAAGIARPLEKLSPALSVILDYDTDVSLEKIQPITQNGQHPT
#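 Tetracycline-induced HEK293 TREx D1 cells, force-coupled to calcium signalling, were dye-loaded with a no-wash calcium kit. Compound was pin-added after a 10 s baseline. Fluorescence was read kinetically at 1 cycle/s for 180 s, with calcium rises flagged as agonism.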
# RXFP1 antagonist: RXFP1 (human) relaxin receptor antagonism. 350,000 compounds, 0.59% hits. Q9HBX9. HEK293-RXFP1, relaxin-stimulated cAMP HTRF, 30 min; stronger effect = lower value. activity change, negative = inhibition, % at 57.5 µM;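 active = activity change of -60% or lower, but not beyond a set lower limit; inconclusive = change between -60% and -40%, or beyond the set limit; inactive = change above -40%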; also: % is scaled to controls: 0 for no effect and ±100 for the full control effect
# TRHR enhancer: allosteric enhancers of human TRH receptor; P34981; TRHR cells, fluo-8 calcium fluorescence, EC20 TRH enhancement; enhancement, % at 2 µM; 360,000 compounds, 0.66% hits; in the data active = enhancement above about 30%; also: 0% is about no effect
#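 TRHR-expressing cells loaded with fluo-8 calcium dye were read kinetically (ex 480/em 530) during compound addition, then stimulated with an EC20 of TRH (10 nM final). Enhancement of the Gq-mediated intracellular calcium response was scored.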
# RXFP1 agonist: activates the human relaxin receptor RXFP1; HEK293T-RXFP1 cAMP TR-FRET, 30 min; response scale: percent of porcine relaxin response, buffer zero; Q9HBX9; Potency, µM (doses to about 57.5 µM), inactives show at the top dose activation, actives largely listed as activators; 370,000 compounds, 0.3% hits; also: potency is read from the fitted curve at half-maximal effect; % is scaled to controls: 0 for no effect and ±100 for the full control effect; nearly all actives have a fitted effect of over 60% in size; many of its hits are not listed in these tables
#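 HEK293T cells stably expressing RXFP1 were pretreated with the PDE4 inhibitor Ro 20174, exposed to compounds for 30 min at 37C, lysed, and cAMP was read by TR-FRET. Data normalized to buffer (basal) and 29 nM porcine relaxin (100%).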
# D2 PAM: positive allosteric modulators of human D2 dopamine receptor; P14416; HEK293 T-REx D2, calcium flux, EC20 dopamine potentiation; potentiation, % at 10 µM; 340,000 compounds, 0.34% hits;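 active = potentiation over 3 SD above the plate norm, cut at about 30% in these data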; also: 0% is about no effect
# Target sequence (P14416 whole entry, looked up): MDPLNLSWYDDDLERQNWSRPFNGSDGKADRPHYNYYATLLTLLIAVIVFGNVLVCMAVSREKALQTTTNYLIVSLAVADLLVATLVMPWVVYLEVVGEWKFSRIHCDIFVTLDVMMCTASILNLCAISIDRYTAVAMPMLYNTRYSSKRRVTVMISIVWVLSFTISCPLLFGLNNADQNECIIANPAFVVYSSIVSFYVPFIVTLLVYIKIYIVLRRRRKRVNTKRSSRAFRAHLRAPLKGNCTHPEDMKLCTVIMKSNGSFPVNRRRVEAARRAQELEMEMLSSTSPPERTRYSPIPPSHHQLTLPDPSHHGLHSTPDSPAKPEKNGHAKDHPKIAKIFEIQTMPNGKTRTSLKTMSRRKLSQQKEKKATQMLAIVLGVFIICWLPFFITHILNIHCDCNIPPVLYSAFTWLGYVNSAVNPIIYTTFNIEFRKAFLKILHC
#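 Tetracycline-induced HEK293 T-REx cells force-coupled to calcium signalling expressed D2; compounds were pin-added after a 10 s baseline, read kinetically 180 s, then an EC20 dopamine challenge followed with a further 180 s calcium read.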
# TRHR ag: agonists of human TRH receptor; AID 493084; activation, % at 2 µM; 360,000 compounds, 0.18% hits; P34981; TRHR cells, calcium flux fluo-8, FDSS agonist mode; in the data active = activation above about 30%; also: 0% is about no effect
#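 TRHR-expressing cells, plated overnight in medium with 10% serum, were loaded with fluo-8 calcium dye at room temperature. After a 10 s baseline, library compound was pin-added and calcium release was recorded kinetically (ex 480/em 530) as agonist response.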
# D1 antagonist: blocks dopamine activation of the human D1 receptor | 360,000 compounds, 3.2% hits | activity change, negative = inhibition, % at 10 µM | HEK293 TREx D1 cells, calcium flux, dopamine EC80; stronger effect = lower value | P21728; in the data active = activity change below about -30%; also: % is scaled to controls: 0 for no effect and ±100 for the full control effect
#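 HEK293 T-REx cells expressing inducible, force-coupled D1 receptor; no-wash Ca dye, 30–90 min RT. Cmpd → 180 s read at 1 Hz → EC80 DA → 180 s read.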
# D1 PAM: human D1 dopamine receptor positive modulation | P21728 | 360,000 compounds, 0.036% hits | potentiation, % at 10 µM | HEK293 TREx D1 cells, calcium flux, dopamine EC20 potentiation; in the data active = potentiation above about 30%; also: 0% is about no effect
# Anesthetic bind: binds horse apoferritin like a general anesthetic; P02791; 350,000 compounds, 0.074% hits; Potency, µM (doses to about 77.5 µM), inactives show at the highest dose activity change, negative = displacement, usual class: inhibitors; apoferritin/1-aminoanthracene competitive binding, fluorescence; AID 485281; also: potency is read from the fitted curve at half-maximal effect; % is scaled to controls: 0 for no effect and ±100 for the full control effect; nearly all actives have a fitted effect of over 20% in size
# Target sequence (P02791 2-175 limits assumed): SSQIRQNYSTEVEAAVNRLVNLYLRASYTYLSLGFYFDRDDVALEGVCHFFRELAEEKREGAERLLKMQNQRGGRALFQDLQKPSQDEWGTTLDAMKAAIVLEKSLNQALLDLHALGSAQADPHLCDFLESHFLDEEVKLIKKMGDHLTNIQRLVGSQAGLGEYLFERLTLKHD
#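 Apoferritin-based anesthetic binding model; compound displacement of fluorescent 1-AMA measured as endpoint fluorescence after 10 minutes at room temperature, scaled to free-ligand and complex controls.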
# An asterisk follows results filed as active; ? = inconclusive; · = no result given; & = joins results of further samples; [ ] = dose if it differs, or a comment. Unless noted, calls follow the shape of the dose curve; as a rule, active = well fitted curve in the direction sought with a large enough effect; inconclusive = small, poorly fitted or top-dose-only effect, or another doubt; inactive = no such curve, though single readings can be large; an effect the other way counts as inactive or inconclusive. Only part of the results is shown. The share of hits here may be higher or lower than overall.
Compound	D1 agonist	RXFP1 antagonist	TRHR enhancer	RXFP1 agonist	D2 PAM	TRHR ag	D1 antagonist	D1 PAM	Anesthetic bind
COc1ccc(-c2nc(/C=C3\C(C)=Nc4ccccc43)c(O)o2)cc1	33*	5	2	0.6%	-2	8.0	-15	-5	-19%
CCc1ccc(C2C(C#N)=C(N)Oc3cc(N)ccc32)cc1 (stereo not given)	2	-16	-1	2.2%	-18	1.4	-18	-12	-17%
O=C(NCc1ccco1)c1cc(S(=O)(=O)N2CCOCC2)ccc1Br	8	-5	-6	-0.2%	3	-0.3	-4	2	0%
Cc1ccc(-c2nnn(CC(=O)N(c3ccc4c(c3)OCCO4)C(C(=O)NCC3CCCO3)c3ccc(F)cc3)n2)o1 (stereo not given)	6	1	4	2.9%	1	0.4	1	-2	-19%
COc1ccc(C(=O)OCC(=O)NCC2CCCO2)cc1[N+](=O)[O-] (stereo not given)	4	2	-1	1.6%	4	0.1	11	-1	-3%
N/C(=N\OC(=O)c1ccccc1Cl)c1cccnc1	12	-19	-4	1.4%	-5	-0.1	-1	2	-11%
CCCOc1ccc(/C=N/Nc2cc(N3CCOCC3)ncn2)c(O)c1	1	1	-4	-0.1%	·	0.3	1	-3	5%
COc1ccc(/C(N)=N/OC(=O)CCC2CCCC2)cc1	3	-15	-8	0.0%	5	0.5	-4	-1	-15%
COc1ccc(-c2cc3nc4c(c(=O)n3[nH]2)CCC4)cc1	0	-5	2	1.1%	-1	-0.3	-16	0	-8%
Cc1ccc2nc(C)cc(C(=O)N3CCCC(N4CCN(c5ccccc5C)CC4)C3)c2c1 (stereo not given)	-2	-2	-2	4.5%	-14	-0.4	-7	-8	-17%
Cc1ccc(C2(C)NC(=O)N(CC(=O)Nc3cccnc3Cl)C2=O)cc1 (stereo not given)	18	6	-3	2.3%	15	2.2	-3	7	?
Brc1cccc(CNCCCN2CCOCC2)c1	3	-9	-2	0.5%	5	0.3	7	-6	-3%
Cc1ccccc1-c1nc(CS(=O)(=O)CC(=O)N2CCc3ccccc3C2)c(C)o1	2	-31	-3	0.4%	-5	0.3	7	-1	-18%
CCOc1cc(C(=O)OCC(=O)Nc2cccc(C)c2)ccc1OCC(=O)N1CCOCC1	0	-5	-9	-1.4%	-2	0.3	-18	-9	2%
CCN(CC)S(=O)(=O)c1ccc(Cl)c(NC(=O)CSc2cccc[n+]2[O-])c1	5	-1	-4	25µM*	-4	-0.6	6	1	1%
CC(C)[C@H](NC(=O)c1ccccc1)C(=O)OCC(=O)c1ccccc1F	6	-7	4	0.4%	22	0.7	-4	-2	?
Cc1ccc2nc3c(c(Nc4cccc(O)c4)c2c1)CCC3	0	-5	10	1.0%	-4	-0.7	-15	-8	0%
O=C1CC2(CCN(C(=O)c3ccc(Br)cc3)CC2)Oc2ccccc21	0	-19	-4	0.2%	-1	0.0	-11	-7	·
CCOC(=O)CON1C(=O)C(=O)N(OCC(=O)OCC)[C@H]2CCCC[C@H]21	1	-8	-3	-0.4%	·	-0.1	15	2	-5%
O=C(O)c1ccc(C[n+]2c(-c3ccccc3)csc2Nc2ccccc2)cc1	3	-5	-7	-0.5%	-3	-0.1	8	-5	2%
CN(C)CCCN(CCCN(C)C)C(=S)Nc1ccc(S(=O)(=O)N2CCOCC2)cc1	2	-9	6	0.4%	-1	0.4	-14	1	-3%
CS(=O)(=O)N(Cc1ccccc1)c1ccc(C(=O)N2CCN(c3cccc(Cl)c3)CC2)cc1	4	-19	-6	0.2%	-3	-0.7	-7	-8	63%[activator]
COC(=O)Cc1csc(Nc2ccc(F)c(Cl)c2)n1	6	-8	-6	0.5%	-9	-1.8	-26	-8	?
CN(C)C(=O)c1cn(-c2ccccc2)c(=O)c2ccccc12	0	-10	6	2.3%	-1	0.9	-22	1	-5%
Cc1nn(C(C)C(=O)NCCC2=CCCCC2)c(=O)c2nn(-c3ccccc3)c(C)c12 (stereo not given)	0	7	-2	1.1%	3	-0.6	-2	1	-22%
Cc1cccc(CSc2nnc(-c3ccco3)n2C)c1	1	-6	1	0.7%	-6	-0.2	-4	5	-15%
COc1ccc2nc(SCC(=O)NC3CC3)c(C#N)cc2c1	-1	10	-4	?	8	-1.2	17	6	-1%
CCCN(Cc1cccs1)C(=O)Nc1cc(C)cc(C)c1	10	-14	0	-4.1%	3	-0.4	-29	-4	99%[activator]
CCc1nc2nc(C)c(NS(=O)(=O)c3ccc(C(C)(C)C)cc3)c(=O)n2[nH]1	0	-8	7	-0.5%	0	0.5	-72*	0	5%
O=C(c1ccc(C(F)(F)F)cc1)N1CCC(c2noc(-c3ccc(S(=O)(=O)N4CCCC4)cc3)n2)CC1	-1	-7	4	4.2%	7	0.2	0	1	-10%

# Taken from above:
# Result of COc1ccc(/C(N)=N/OC(=O)CCC2CCCC2)cc1 under D1 agonist: 3
# Result of COc1ccc(-c2cc3nc4c(c(=O)n3[nH]2)CCC4)cc1 under RXFP1 antagonist: -5

# D1 antagonist: entries above that show a hit
molecule | D1 agonist | RXFP1 antagonist | TRHR enhancer | D2 PAM | TRHR ag | D1 antagonist | D1 PAM | Anesthetic bind
CCc1nc2nc(C)c(NS(=O)(=O)c3ccc(C(C)(C)C)cc3)c(=O)n2[nH]1 | 0 | -8 | 7 | 0 | 0.5 | -72* | 0 | 5%

# (listing goes on)
Compound	D1 agonist	RXFP1 antagonist	TRHR enhancer	RXFP1 agonist	D2 PAM	TRHR ag	D1 antagonist	D1 PAM	Anesthetic bind
COc1ccccc1-c1noc(-c2ccc(N3CCN(C)CC3)c([N+](=O)[O-])c2)n1	10	·	-6	0.0%	-1	0.2	11	-2	-5%
CN(C)C1=NC[C@H](Cc2ccccc2)N1CCC1CCCC1	4	·	-9	1.0%	-2	0.8	21	-2	·
O=C(NC1CCCCC1)N1CCN(c2ccccc2Cl)CC1	3	-6	-1	2.3%	7	-0.1	-4	-1	-9%
CCCCN(CC)c1ncnc2c1sc1nc(N3CCOCC3)c3c(c12)CCCC3	-1	0	4	1.8%	3	-0.1	-5	1	4%
Cc1cc(C)cc(NC(=O)CCCn2c(=O)c3cccn3c3ccccc32)c1	5	-26	-3	1.5%	-13	-0.3	-71*	-5	?
O=C(Nc1ccnn1C1CCN(C2CCC2)CC1)c1ccccc1Cl	0	-2	2	1.6%	-2	0.7	4	-2	-4%
COc1ccc(N2CCN(C(=O)c3ccc(NS(=O)(=O)c4ccc(F)cc4)cc3)CC2)cc1	4	6	-1	0.1%	-2	-1.1	-12	-3	?
CCOC(=O)c1cc(CO)cc(C(=O)OCC)c1	2	-19	0	-2.2%	0	0.2	-2	0	-2%
COCCNC(=O)/C(C#N)=C/c1ccc(O)c([N+](=O)[O-])c1	0	-12	0	-3.7%	1	0.0	0	1	-11%
CCC(C)NC(=O)c1cc(OC)c(OC)c(OC)c1 (stereo not given)	2	-13	-6	1.7%	10	0.3	1	-4	-7%
CCN(C(=O)CN1CCN(C)CC1)c1cccc2ccccc12	2	-9	7	-0.9%	-5	2.0	11	-2	-12%
C/C(=N\NC(=O)c1nnn(-c2nonc2N)c1-c1ccc(Cl)c(Cl)c1)c1ccncc1	5	-17	-6	-1.3%	0	1.8	4	-5	-11%
CCOC(=O)Cc1c[nH]c(=S)[nH]c1=O	2	3	-11	2.2%	·	0.9	-26	0	1%
O=C(CSc1nc(SCC(=O)NCc2ccccc2)n(-c2ccccc2)n1)NCc1ccccc1	2	2	-8	-0.9%	5	0.3	-3	0	11%
Cc1ccc(NC(=O)CN2C(=O)COc3ccc(S(=O)(=O)N4CCOCC4)cc32)cc1N(C)C	0&0	-4&-1	-1&18	0.1%&-1.0%	18&2	0.5&-0.2	-5&-7	-3&0	-3%&1%
CCCCN(C(=O)Cn1nnc2ccccc21)C(C(=O)NCc1ccco1)c1ccncc1 (stereo not given)	3	·	-1	-2.5%	1	1.1	2	2	-13%
COc1ccc(C)cc1NC(=O)C(Sc1nnc(-c2cccs2)o1)c1ccccc1 (stereo not given)	3	1	1	0.8%	8	0.1	-11	-3	-16%
Cc1cccc(NCc2ccccc2O)c1	4	0	3	1.6%	-11	-0.1	2	7	?
Cn1cnnc1SCc1nnc(-c2ccccc2Br)o1	2	-8	-1	3.1%	4	0.1	1	2	-10%
Cc1oncc1-c1cn2ccccc2n1	1	3	-2	1.2%	3	0.2	-12	-2	-2%
Cc1c(C(=O)N(C)CCc2cnn(C)c2)oc2c(F)cccc12	5	-9	-2	-1.5%	12	-0.1	-13	4	-9%
Cc1ccccc1NC(=O)/C(=C/c1ccco1)c1ccccc1	4	-21	15	0.2%	1	-0.1	-9	-7	-19%
CC(=O)N1c2ccc(S(=O)(=O)NCC3CCC(C(=O)N4CCCC(C)C4)CC3)cc2CC1C (stereo not given)	4	-15	4	-0.8%	-4	0.6	-6	-9	-19%
COc1ccccc1-n1ccn(CC(=O)Nc2ccc(C)cc2Cl)c(=O)c1=O	3	-2	-3	1.0%	-3	-0.2	15	-5	·
CN(C(=O)c1ccc(Oc2ccc([N+](=O)[O-])cc2)cc1)C1CCCCC1	11	-9	-14	1.7%	8	-0.3	-35*	-3	?
Cc1c(C=C2C(=O)c3ccccc3C2=O)cc(C#N)n1C	2	-2	0	1.4%	-5	0.6	-1	-5	-2%
CC(C)N(CC(N)=O)C(=O)c1sc2cc(F)ccc2c1Cl	0	2	2	4.8%	-1	0.3	7	-6	-10%
COc1ccc(Br)cc1CN1C(=O)c2ccccc2C1C(=O)NC1CCCCCC1 (stereo not given)	0	-2	-14	-0.4%	-7	-1.5	-6	2	-8%
COc1ccc(OCc2cc(C(=O)NC(C)c3cnn(C)c3)no2)c(Cl)c1 (stereo not given)	9	4	-4	-0.6%	-5	0.0	-18	-2	?
CCC(C)[C@H](NC(=O)NCc1ccccc1Cl)C(=O)O (stereo not given in full)	3	30	-5	0.7%	-2	0.5	-19	-8	-11%
CCOc1ccc(CCNC(=O)CCCn2c(=O)c3cccn3c3cccnc32)cc1	0	5	-1	15%	-5	-0.3	-21	2	1%
c1csc(Cc2nn3c(-c4n[nH]c5c4CCC5)nnc3s2)c1	0	4	5	0.0%	2	-1.8	-1	0	?

# From PubChem
